UDG counter – blocks uracil-DNA glycosylase in AID counter-screen; FRET deamination/UDG coupled assay, UDG read, 4 h; Potency, µM (doses to about 115 µM), for the others: top-dose activity change, negative = inhibition, hits mostly inhibitors; 91,000 tested, 0.14% active; AID 1347430; note: nearly all actives have a fitted effect of over 65% in size
AID inhibitor – activation induced cytidine deaminase inhibition | AID 1347428 | AID deamination FRET fluorescence, UDG-coupled, 4 h | Q9GZX7 | Potency, µM (titrated, usually from 115 µM), without a hit: at the highest dose activity change, negative = inhibition, hits mostly inhibitors | 91,000 tested, 0.32% active; note: nearly all actives have a fitted effect of over 25% in size
Target sequence (Q9GZX7 whole entry, looked up): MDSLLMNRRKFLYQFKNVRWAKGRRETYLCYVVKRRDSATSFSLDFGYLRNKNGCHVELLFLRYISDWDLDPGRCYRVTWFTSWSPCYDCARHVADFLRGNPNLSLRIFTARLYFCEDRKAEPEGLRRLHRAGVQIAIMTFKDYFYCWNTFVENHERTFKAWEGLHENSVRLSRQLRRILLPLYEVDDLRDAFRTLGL
* hit, by the source's call; ? = inconclusive; & = joins results of further samples; [ ] = dose if it differs, or a comment. Calls come from the whole dose curve; as a rule, active = well fitted curve in the direction sought with a large enough effect; inconclusive = small, poorly fitted or top-dose-only effect, or another doubt; inactive = no such curve, though single readings can be large; an effect the other way counts as inactive or inconclusive. % is set by controls: 0 for no effect and ±100 for the full control effect; potency is the fitted concentration of half-maximal effect. Not all compounds are listed; the hit share may differ from the screen's.

1	CCN(Cc1ccc(Cl)s1)C(=O)Cn1nnc(-c2cccc(C(F)(F)F)c2)n1
2	COCCn1c(CCC(=O)Nc2cc(C)ccc2C)nc2cccnc21
3	CCn1c(SCc2ccccc2Cl)nnc1-c1ccccn1
4	O=C(Oc1ccc2c(c1)O/C(=C\c1cccs1)C2=O)c1ccco1
5	Cc1cc(C)cc(OCCN(C)C(=O)c2cc(=O)[nH]c3ccccc23)c1
6	COc1cccc(C(=O)NCC(=O)O)c1
7	O=C(NCC(c1ccc2c(c1)OCO2)N1CCN(c2ccccc2)CC1)C(=O)Nc1cccc(F)c1 (stereo not drawn)
8	Cc1cccc(C)c1-n1nnnc1SC(C(=O)N1CCCC1)c1ccccc1 (stereo not drawn)

Compound	1	2	3	4	5	6	7	8
UDG counter	-12%	-12%[57.5 µM]	1%	-6%	-3%	-6%	-1%	-9%
AID inhibitor	-24%	-4%	-2%	?	2%	-5%	-14%	-19%

9	O=C(Cn1c(=O)nc(-c2ccccc2F)c2cc(Cl)ccc21)N1CCN(c2ccccc2F)CC1
10	CCOc1ccc(-c2cc(OC(=O)c3ccc(OC)cc3)c3c(C)oc(C)c3c(=O)c2)cc1
11	Cc1occc1-c1nc(-c2cccc(Br)c2)no1
12	CCN(Cc1ccccc1)C(=O)C(CC(C)C)NS(=O)(=O)c1ccc2c(c1)CCN2C(C)=O (stereo not drawn)
13	CCCCN(CCCC)C1=C(C(=O)c2ccccc2)N(CC)S(=O)(=O)c2ccccc21
14	Cc1ccccc1Cn1nc(C)c(NC(=O)NC2CCCC2)c1C
15	CCS(=O)(=O)N1CCc2cc(C(=O)Nc3ccc(OC)cc3OC)ccc21
16	CCN(CC)CCNC(=O)c1ccc2c(=O)n3nc(Nc4ccccc4)sc3nc2c1

Compound	9	10	11	12	13	14	15	16
UDG counter	2%	-4%	-3%	-3%	3%	3%	?	-9%
AID inhibitor	10%	?	24%	2%	16%	-2%	32%[activator]	71µM*

17	O=C(COc1ccc(Cl)cc1)NCC(c1ccco1)S(=O)(=O)c1ccc(Cl)cc1 (stereo not drawn)
18	CCOC(=O)/C=C/SC(S/C=C/C(=O)OCC)=C(C#N)C(N)=O
19	O=C(CN1CCC2(CC1)OCCO2)Nc1cc(Cl)cc(Cl)c1
20	Cc1ccc(C)c(NC(=O)c2ccc3c(c2)CCCN3S(C)(=O)=O)c1
21	CC(=O)N1CCCN(C(=O)Cc2nc(-c3cccs3)oc2C)CC1
22	CC(C)NC(=O)/C(C#N)=C\c1ccc(O)cc1
23	Cc1c(Cl)cccc1NC(=O)c1cc2nc(-c3ccc4c(c3)OCO4)cc(C(F)(F)F)n2n1
24	O=C(OCC(=O)N1CCCc2ccccc21)c1ccc2c(c1)S(=O)(=O)c1ccccc1C2=O

Compound	17	18	19	20	21	22	23	24
UDG counter	?	-7%	7%	0%	-1%	2%	-1%	-8%
AID inhibitor	?	-5%	0%	-8%	4%	-3%	-21%	-8%

25	CCOc1ccc(C(=S)N2CCN(CCO)CC2)cc1OC
26	O=C(CCn1ccc2cc(S(=O)(=O)N3CCCC3)ccc21)NCc1cccc(Br)c1
27	Cc1cc(C)cc(NC(=O)c2cn3c4c(ccc(Cl)c4c2=O)OC(C)C3)c1 (stereo not drawn)
28	O=C(C1CCN(S(=O)(=O)c2ccc(Br)s2)CC1)N1CCN(c2cccc(C(F)(F)F)c2)CC1
29	O=C(Cn1nnc(-c2cccc(C(F)(F)F)c2)n1)NCc1ccc(F)cc1
30	CCC(C)Sc1nc2c([nH]c3ccccc32)c(=O)n1C (stereo not drawn)
31	Cc1cc(S(=O)(=O)Nc2cccc(C(=O)O)c2)c(C)c(S(=O)(=O)c2ccccc2)c1
32	O=C(Nc1ccc(C(=O)OCc2cc(=O)n3c4c(sc3n2)CCCC4)cc1)c1ccccc1

Compound	25	26	27	28	29	30	31	32
UDG counter	-1%	-20%	2%	?	5%	-4%[57.5 µM]	-3%	10%
AID inhibitor	2%	-26%	18%	-3%	9%	-18%	15%	5%

33	Cc1ccc2c(Cl)cc(Cl)c(OCC(=O)NC3(C#N)CCCCC3)c2n1
34	O=c1c(S(=O)(=O)c2ccc(Cl)cc2)cn(Cc2ccc(F)cc2)c2ccc(F)cc12
35	COC(=O)Cn1c(Nc2cccc(C)c2)nc2c1c(=O)n(C)c(=O)n2C
36	Cc1cccc(NC(=O)c2sc3nc4c(cc3c2N)CN(C(C)C)CC4)c1
37	Cc1occc1C(=O)Oc1ccc(-c2ccc(C#N)cc2)cc1
38	CCCCOc1ccccc1C(=O)Nc1ccc(OCC)c2ncccc12
39	COc1ccc(C(=O)Nc2nnc(S(=O)(=O)N3CCC(C)CC3)s2)cc1OC
40	CC(=O)c1cccc(NC(=O)Cn2nc(C(F)(F)F)c3c2CCC3)c1

Compound	33	34	35	36	37	38	39	40
UDG counter	-2%	-15%	-3%	4%	7%	-1%	8%	1%
AID inhibitor	-9%	5%	-2%	272%	1%	1%	-21%	-4%

41	COc1ccc(C(CC(=O)Nc2cccc(-c3ccno3)c2)n2cccc2)cc1 (stereo not drawn)
42	CCC1CCCCN1CCCNC(=O)c1cc2c(Cl)nc3ccc(C)cc3c2s1 (stereo not drawn)
43	CSC(C)C(=O)Nc1sccc1C#N (stereo not drawn)
44	COc1ccc(-c2cn3c(n2)sc2cc(C(=O)NC4CCCCCC4)ccc23)cc1
45	O=Cc1cc2ccc(Br)cc2[nH]1
46	CCc1sc(C(=O)NC(C)CC)cc1C (stereo not drawn)
47	CCOC(=O)c1c(C)oc2nc(C)nc(N3CCN(c4cccc(C)c4C)CC3)c12
48	O=Cc1cccn1-c1ccc(F)cc1

Compound	41	42	43	44	45	46	47	48
UDG counter	-2%	?	-2%	-6%[57.5 µM]	4%	-4%	5%	2%
AID inhibitor	-11%	?	19%	4%	12%	1%	0%	0%

49	COc1ccc(-n2c3c(cc(-c4nc(-c5ccc(C)cc5)cs4)c2=O)C(=O)CC(C)(C)C3)cc1
50	Cc1cc(C)c2[nH]c(C)c(CN3CCC(C)CC3)c(=O)c2c1
51	COc1ccccc1CNC(=O)c1cccn1-c1nnc(N2CCCCC2)s1
52	COc1ccc(C(=O)/C(C#N)=C\c2ccc(Cl)c(Cl)c2)cc1
53	CC(N)(C(=O)O)c1ccc(C(=O)O)cc1 (stereo not drawn)
54	Cc1cc(OCCn2cc(C(=O)c3ccco3)c3ccccc32)ccc1Cl
55	O=C(CCn1cnnn1)Nc1ccccc1
56	O=C(CSc1nnc(-c2cccs2)o1)Oc1ccccc1

Compound	49	50	51	52	53	54	55	56
UDG counter	6%	20%	3%	-7%	2%	-5%	-1%	31%[activator]
AID inhibitor	5%	12%	-6%	-20%	-1%	?	6%	4%

57	CCOc1ccc2c(c1)S/C(=C\c1cccc(Oc3ccc(Cl)cc3)c1)C(=O)N2
58	COc1ccc(-c2noc(CSc3nc4ccccc4[nH]3)n2)cc1
59	CCCOC(=O)C(C)Oc1ccc2c(=O)c(-c3ccc(Cl)cc3)coc2c1 (stereo not drawn)
60	COC(=O)C(C)N1C(=O)S/C(=C/c2cn(CC(N)=O)c3ccccc23)C1=O (stereo not drawn)
61	Cc1ccc(Cn2nc(C)c(C(=O)OCC(=O)c3cc(C)n(C)c3C)c2Cl)cc1
62	c1ccc2cc(CNC3CC3)ccc2c1
63	O=C(CCc1ncc(-c2ccccc2Cl)o1)N1CCOCC1
64	Nc1cc(=O)[nH]c(SCc2ccccc2Cl)n1

Compound	57	58	59	60	61	62	63	64
UDG counter	-5%	10%	5%	0%	-8%	-4%	-14%	3%
AID inhibitor	-5%	15%	6%	2%	-10%	2%	-10%	0%

By substructure: those above with an aryl thioether with sulfur outside any ring.
3	CCn1c(SCc2ccccc2Cl)nnc1-c1ccccn1
8	Cc1cccc(C)c1-n1nnnc1SC(C(=O)N1CCCC1)c1ccccc1 (stereo not drawn)
30	CCC(C)Sc1nc2c([nH]c3ccccc32)c(=O)n1C (stereo not drawn)
56	O=C(CSc1nnc(-c2cccs2)o1)Oc1ccccc1
58	COc1ccc(-c2noc(CSc3nc4ccccc4[nH]3)n2)cc1
64	Nc1cc(=O)[nH]c(SCc2ccccc2Cl)n1

Compound	3	8	30	56	58	64
UDG counter	1%	-9%	-4%[57.5 µM]	31%[activator]	10%	3%
AID inhibitor	-2%	-19%	-18%	4%	15%	0%

(continued)
65	Cc1c(C(=O)OC2CCCCC2)[nH]c2c1C(=O)CC(c1ccc(F)cc1)C2 (stereo not drawn)
66	CCCCc1nn2c(=O)cc(COC(=O)c3ccc(NC(=O)C(CC)CC)cc3)nc2s1
67	COC(=O)/C(=C\C(C#N)=C/N(C)C)C(C)=O
68	COC(=O)c1ccc(CNC(=O)Cc2ccc(C)cc2)cc1
69	O=C(NC(=O)c1ccccc1)Nc1ccc(-c2cc(C(F)(F)F)nn2-c2ccccc2)cc1
70	COc1cc(Cl)c(C)cc1NC(=O)c1cc2c(Cl)nc3ccc(C)cc3c2s1
71	CNC(=S)NNC(=O)c1ccc(NNC(=S)NC)cc1
72	O=C(/C=C/c1ccc(Cl)c(Cl)c1)c1ccc(OC(F)F)cc1OC(F)F

Compound	65	66	67	68	69	70	71	72
UDG counter	-8%	4%	9%	-5%	21%	-5%	1%	-2%
AID inhibitor	-13%	7%	10%	-2%	-7%	-3%	9%	-19%

Compound profiles, as listed above. Order of screens: UDG counter | AID inhibitor
Listed for COC(=O)/C(=C\C(C#N)=C/N(C)C)C(C)=O = 9% | 10%
Listed for COc1cc(Cl)c(C)cc1NC(=O)c1cc2c(Cl)nc3ccc(C)cc3c2s1 = -5% | -3%

(list continues)
73	Cc1cc(Nc2cccc(C(=O)O)c2)n2nc(C)nc2n1
74	Cc1ccc(Nc2ncnc3sccc23)cc1C
75	COC(=O)c1c(NC(=O)c2nc(SCc3ccccc3C)ncc2Cl)sc2c1CCCC2
76	C/C(=N/NC(=O)c1ccccc1)c1cccs1
77	O=C(CSc1ccc2c(c1)OCCCO2)N1CCC(Cc2ccccc2)CC1
78	O=C(NCc1ccc(Cl)cc1)c1ccc(Cn2c(=O)c3cccn3c3cccnc32)cc1
79	N#Cc1nc(Cc2cccc3ccccc23)oc1N1CCCC1
80	CCc1ccc(-n2c(=O)c3c4c(sc3n(Cc3ccccc3C#N)c2=O)CCCC4)cc1

Compound	73	74	75	76	77	78	79	80
UDG counter	1%	4%	12%	-1%	-7%	6%	3%	1%[57.5 µM]
AID inhibitor	-1%	2%	-4%	1%	-22%	11%	-17%	6%

Ordered by the number under AID inhibitor (largest number first): 7 of the compounds above.
#	Structure	AID inhibitor
78	O=C(NCc1ccc(Cl)cc1)c1ccc(Cn2c(=O)c3cccn3c3cccnc32)cc1	11%
80	CCc1ccc(-n2c(=O)c3c4c(sc3n(Cc3ccccc3C#N)c2=O)CCCC4)cc1	6%
74	Cc1ccc(Nc2ncnc3sccc23)cc1C	2%
73	Cc1cc(Nc2cccc(C(=O)O)c2)n2nc(C)nc2n1	-1%
75	COC(=O)c1c(NC(=O)c2nc(SCc3ccccc3C)ncc2Cl)sc2c1CCCC2	-4%
79	N#Cc1nc(Cc2cccc3ccccc23)oc1N1CCCC1	-17%
77	O=C(CSc1ccc2c(c1)OCCCO2)N1CCC(Cc2ccccc2)CC1	-22%

The results go on.
81	CCc1ccc(CNC(=O)c2nccnc2N)s1
82	CN1C(=O)Cc2cc(S(=O)(=O)CCC(=O)Nc3ccccc3)ccc21
83	COc1ccc(C2Nc3ccccc3S(=O)(=O)N2)cc1OC (stereo not drawn)
84	Cc1ccc(C)c(Nc2nnc(-c3ccc(C)c(S(=O)(=O)NCC4CCCO4)c3)c3ccccc23)c1 (stereo not drawn)
85	Cc1cccc(-c2nc(C)c(CCNC(=O)c3cccs3)s2)c1
86	COc1nc(-c2ccc(C)cc2)ccc1-c1noc(C)n1
87	Cc1ccccc1NC(=O)c1ccc2c(Cl)c3c(nc2c1)CCC3
88	Cc1ccccc1Cn1c(Oc2ccccc2F)nc2c1c(=O)n(C)c(=O)n2C
89	O=C(CCOc1ccccc1)Nc1cnc2ccccc2c1
90	Cn1c(=O)c2c(ncn2CCCC(=O)Nc2cccc(N3CCCC3=O)c2)n(C)c1=O
91	O=C(c1ccc(F)cc1)c1ccc(OCC(=O)N2CCc3ccccc32)cc1

Compound	81	82	83	84	85	86	87	88	89	90	91
UDG counter	-2%	-21%	-2%	4%[57.5 µM]	14%	-1%	-5%	?	8%	0%	-8%
AID inhibitor	-5%	4%	-9%	0%[57.5 µM]	-20%	-7%	-17%	-12%&6%	-1%	-3%	-3%

Assay outcomes from PubChem.
